High-throughput results (PubChem)
M1 PAM – human M1 muscarinic receptor positive allosteric modulators, primary screen, CHO-K1 cells, Fluo-8 calcium fluorescence, 1536-well; Muscarinic acetylcholine receptor M1 (Homo sapiens), P11229; CHO-K1 hM1, ACh EC20; 0% = ACh EC20, 100% = maximal ACh; activation, % at 3 µM; hit rate 0.088% among 360,000; AID 588819, 2011; in the data active = activation above about 19%, passing the limit was not always enough
OXTR potentiate – human OXTR potentiators, primary screen, fluorescence, CHO-OTR cells, Fluo-8 calcium; Fluo-8 calcium fluorescence, potentiator mode; 0% = oxytocin EC15, 100% = EC100; activation, % at 3 µM; hit rate 0.061% among 320,000; Oxytocin receptor (Homo sapiens), P30559;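 active = activation above that plate's cutoff, the mean activation of tested compounds plus 3 SD, cut at about 6.6% in these data, passing the limit was not always enough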;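 also: 100% uses oxytocin at 75 nM as the full agonist control; some results filed as inactive read as strong as hits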
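System: human OTR in CHO cells / Also added: sub-maximal oxytocin, roughly EC15 / Control set: EC15 oxytocin low, 75 nM oxytocin high / Schedule: 6 min compound pre-incubation at room temperature, 100 s kinetic read / Compound: single-point 3.0 µM / Replication: singlicate / Technique: Fluo-8 calcium dye fluorescence / Read-out basis: % activation of max/min ratio relative to oxytocin controls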
CHRM1 agonist – human M1 muscarinic receptor agonists, primary screen, Fluo-8 calcium fluorescence, CHO-K1 cells, HTS. activation, % at 3 µM. AID 588814, 2011. hit rate 0.33% among 360,000. Muscarinic acetylcholine receptor M1 (Homo sapiens), P11229. CHO-K1 hM1, agonist mode; 0% DMSO, 100% acetylcholine EC100;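 active = activation above the run's mean compound activation plus 3 SD, cut at about 16% in these data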;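 also: peak over basal fluorescence ratio within a 140 s kinetic read after compound addition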
TAAR1 antag – human TAAR1 antagonists, primary screen, Fluo-8 calcium fluorescence, CHO RD-HGA16 cells | Trace amine-associated receptor 1 (Homo sapiens), Q96RJ0 | inhibition, % at 3 µM | hit rate 1.5% among 360,000 | antagonist | AID 624466, 2012;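 active = inhibition above a per-plate cutoff, the mean inhibition of test compounds on that plate plus 3 SD, cut at about 49% in these data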;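 also: 0% = DMSO plus EC80 beta-PEA response and 100% = DMSO alone without agonist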
Target sequence (Q96RJ0 whole entry, looked up): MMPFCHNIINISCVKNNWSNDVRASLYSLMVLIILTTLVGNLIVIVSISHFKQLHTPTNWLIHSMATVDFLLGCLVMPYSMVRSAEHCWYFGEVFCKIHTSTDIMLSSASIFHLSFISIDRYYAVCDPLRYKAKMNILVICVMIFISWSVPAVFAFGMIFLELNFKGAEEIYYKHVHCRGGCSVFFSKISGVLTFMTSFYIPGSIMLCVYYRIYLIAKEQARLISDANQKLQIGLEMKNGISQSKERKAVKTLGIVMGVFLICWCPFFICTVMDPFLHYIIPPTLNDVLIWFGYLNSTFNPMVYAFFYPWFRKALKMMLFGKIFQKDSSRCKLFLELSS
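test system = CHO RD-HGA16 cells bearing hTAAR1 | replication = singlicate | controls = DMSO-only wells and EC80 β-PEA-stimulated wells | reagent = EC80 β-phenethylamine stimulus | read-out basis = percent inhibition of PEA-evoked calcium signal, max/basal emission ratio | schedule = seeding 17-24 h prior, 75-min 37 °C, 30-min RT dye loading | signal = kinetic Fluo-8 calcium fluorescence measurement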
CHRM1 antagonist – human M1 muscarinic receptor antagonists, primary screen, CHO-K1 cells, Fluo-8 calcium fluorescence, 1536-well; CHO-K1 hM1, ACh EC80 antagonist; inhibition, % at 3 µM; hit rate 1.3% among 360,000; AID 588852, 2011;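 active = percent inhibition above its own plate's cutoff, namely the mean of that plate's compound wells plus 3 SD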;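 also: peak over basal fluorescence ratio during 140 s after agonist addition; 0% = ACh EC80 plus DMSO and 100% = DMSO alone without agonist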
TAAR1 ag – human TAAR1 agonists, primary screen, Fluo-8 calcium fluorescence, CHO RD-HGA16 cells; activation, % at 3 µM; vehicle wells 0%, saturating PEA agonist 100%; AID 624467, 2012; Trace amine-associated receptor 1 (Homo sapiens), Q96RJ0; hit rate 0.99% among 360,000;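 active = activation above the mean activation of all test compounds in the run plus 3 SD, cut at about 38% in these data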
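Assay system – CHO-derived RD-HGA16 cells with stable Gα16 and human TAAR1 · Compound dosing – one-point dosing at 3 µM (nominal) · Incubation – 17-24 h seeding, 75 min 37 °C dye, 30 min RT · Measured by – kinetic Fluo-8 calcium fluorescence · Control set – DMSO vehicle as 0%, PEA at EC100 as 100% · Repeats – single well for each compound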
OXTR agonist – human OXTR agonists, primary screen, fluorescence, CHO-OTR cells, Fluo-8 calcium. activation, % at 3 µM. Oxytocin receptor (Homo sapiens), P30559. Fluo-8 calcium fluorescence; normalized: DMSO 0%, oxytocin 100%. hit rate 0.32% among 320,000;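 active = activation above the mean of all tested compounds plus 3 SD, cutoff set per screening run, cut at about 20% in these data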;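 also: peak over basal fluorescence ratio from a 100 s FLIPR kinetic read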
CHO parental Ca – ATP-evoked calcium signal inhibitors, parental CHO, primary screen, counter-screen for OX1R antagonist project, cell-based, fluorescence, Fluo-8 calcium dye; parental CHO-K1, ATP-induced calcium, Fluo-8 fluorescence; inhibition, % at 5.6 µM; hit rate 0.63% among 330,000; AID 463079, 2010;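 active = inhibition above that plate's mean sample inhibition plus 3 SD, cut at about 26% in these data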;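 also: 0% = ATP-challenged DMSO wells and 100% = DMSO wells without ATP; some compounds past the cut are filed as inactive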
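Test system: untransfected parental CHO cell line; also added: ATP stimulus; dosing: 5.6 µM, single dose; signal: calcium-sensitive Fluo-8 fluorescence; measure: percent inhibition of ATP-evoked calcium rise, normalized to controls; benchmarks: low control ATP plus DMSO, high control DMSO only; replication: one well per compound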
V1aR counter – agonists of human V1a receptor, primary screen, counter-screen for OXTR agonist project, fluorescence, CHO-V1R cells. AID 2797, 2010. Vasopressin V1a receptor (Homo sapiens), P37288. hit rate 0.25% among 320,000. activation, % at 3 µM. Fluo-8 calcium fluorescence, agonist mode; 0% DMSO, 100% 3 nM vasopressin;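 active = activation above the mean activation of all tested compounds plus 3 SD, per screening run, cut at about 20% in these data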;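 also: signal is peak over basal fluorescence ratio across a 100 second FLIPR read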
Target sequence (P37288 whole entry, looked up): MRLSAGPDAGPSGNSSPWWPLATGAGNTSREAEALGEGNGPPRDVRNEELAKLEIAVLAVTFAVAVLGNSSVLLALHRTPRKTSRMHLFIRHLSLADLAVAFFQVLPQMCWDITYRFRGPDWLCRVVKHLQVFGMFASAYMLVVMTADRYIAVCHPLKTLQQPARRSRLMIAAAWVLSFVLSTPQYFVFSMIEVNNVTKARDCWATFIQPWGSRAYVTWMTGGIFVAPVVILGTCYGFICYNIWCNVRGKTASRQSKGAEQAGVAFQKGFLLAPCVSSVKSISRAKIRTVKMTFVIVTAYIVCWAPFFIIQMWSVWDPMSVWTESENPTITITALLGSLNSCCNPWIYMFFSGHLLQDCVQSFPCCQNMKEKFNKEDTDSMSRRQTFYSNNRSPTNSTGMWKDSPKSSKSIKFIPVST
Starred values were filed as active, the others as inactive; . = not tested or not shown. Hits appear at their usual frequency; overall some 3.7% were active at least once.

SMILES	M1 PAM	OXTR potentiate	CHRM1 agonist	TAAR1 antag	CHRM1 antagonist	TAAR1 ag	OXTR agonist	CHO parental Ca	V1aR counter
COC(=O)c1ccc(CSc2nnnn2-c2ccc(C)cc2C)o1	-2	-10	11	24	-4	13	1.0	-10	3.1
CN1CCN(S(=O)(=O)c2cc(C(F)(F)F)ccc2Cl)CC1	9	.	-4	-8	-16	6	.	.	.
Cc1cc(-c2n[nH]c(=S)n2CC(C)C)cs1	-1	0	-8	-13	3	4	-1.9	-8	-1.5
COc1ccc(-n2c(CNC(=O)c3cccs3)n[nH]c2=S)cc1	9	-2	-5	-3	-8	2	0.8	-15	-0.4
O=S(=O)(NCCCc1ccccc1)c1ccc(Cl)cc1	8	-6	1	-14	-5	-1	-2.7	-20	-1.1
COc1cc(S(=O)(=O)n2nc(C)cc2C)c(OC)cc1Cl	16	-4	4	-18	-3	6	-1.3	-8	-0.3
CCOc1ccccc1N1CCN(C(=O)NC2CCCCC2)CC1	6	-7	-1	-2	-2	1	-1.0	-14	-0.3
Oc1ccc(/C=C/c2cnccn2)cc1	8	-9	0	-9	-6	4	3.2	2	6.2
Cc1ccc(S(=O)(=O)NC2c3cccc4cccc(c34)C2Sc2ncccn2)cc1 (configuration not stated)	1	-4	-7	36	-6	2	0.3	-14	0.9
CC(C)NCC(O)COC1C2CC3CC(C2)CC1C3 (configuration not stated)	18	0	-5	-6	-15	0	0.7	9	1.6
COCCN(C(=S)Nc1c(C)cccc1C)C(C)c1ccco1 (configuration not stated)	6	-5	-4	-22	-7	-1	-2.2	2	2.9
COc1ccc(-c2nc(CN3CCN(Cc4cccc(F)c4)CC3)c(C)o2)cc1	2	-9	-7	-13	-11	4	-0.7	-20	-0.1
O=C(c1ccc(NS(=O)(=O)c2ccc(Cl)c(Cl)c2)cc1)N1CCOCC1	-8	.	-1	-10	16	2	.	.	.
O=C(CSc1nnc(NC(=O)c2ccccc2F)s1)Nc1ccccc1F	3	-8	-4	16	-2	9	3.9	-13	3.7
CC(C)CNC(=S)Nc1ccc(Oc2ccccc2)cc1	1	-6	-6	11	-5	12	4.7	-10	5.3
COc1cc(C(=S)N2CCOCC2)ccc1OC(=O)c1ccc([N+](=O)[O-])cc1[N+](=O)[O-]	-2	-18	0	9	-18	6	2.0	0	5.2
CCOc1ccc(Cl)cc1S(=O)(=O)N1CCN(c2ccc(C)c(C)c2)CC1	-8	-9	-3	-3	13	10	-0.6	-13	-0.2
CSc1ccccc1C(=O)N1CCCC(CCC(=O)NCc2ccc(F)c(F)c2)C1 (configuration not stated)	-2	-14	-2	-11	8	1	0.5	-6	3.0
CCn1c(=O)c(C(=O)CN2c3ccccc3CC2C)c(N)n(Cc2ccccc2)c1=O (configuration not stated)	8	-6	-4	-10	-8	6	-1.5	-7	-0.8
Cc1ccc(-c2c(C(=O)N/N=C/c3ccco3)nnn2-c2nonc2N)cc1	-3	-10	7	-1	9	88*	8.6	-18	28*
O=c1c2cnn(-c3ccc(F)cc3)c2ncn1Cc1cccnc1	3	-5	-2	-10	0	3	1.7	2	2.9
CCN(C(=O)COC(=O)CCc1c[nH]c2ccccc12)c1c(N)n(Cc2ccccc2)c(=O)[nH]c1=O	4	-3	-4	-11	-7	3	0.5	5	-0.7
COc1cc(OC)cc(C(=O)NCC(=O)OCC(=O)NC(C)CCc2ccccc2)c1 (configuration not stated)	-1	-2	-5	-21	7	4	-0.1	-10	-0.1
COc1ccccc1CN(C)C[C@@H]1OCc2cnnn2CCCC(=O)N([C@H](C)CO)C[C@H]1C	5	.	-4	-14	-14	1	.	.	.
COC(=O)c1cc(-c2ccc(Br)cc2)n[nH]1	8	-13	-3	2	-8	31	-1.1	-4	0.4
SMILES	M1 PAM	OXTR potentiate	CHRM1 agonist	TAAR1 antag	CHRM1 antagonist	TAAR1 ag	OXTR agonist	CHO parental Ca	V1aR counter
CCCN(CCC)CCCNc1ccc2nnc(-c3ccc(F)cc3)n2n1	18	-2	-7	1	-7	0	0.0	1	0.9
O=C(NC1CCCc2ccccc21)c1ccc2c(c1)OCO2 (configuration not stated)	8	4	-3	-20	-4	5	-0.9	-17	-0.7
CCn1c(SC)nnc1-c1sc2cc(Cl)ccc2c1Cl	-5	-23	-5	-14	0	2	-1.9	-33	-1.2
O=S(=O)(c1ccc2c(c1)OCCO2)N1C[C@@H]2C[C@H]1CN2S(=O)(=O)c1c(F)cccc1F	5	4	-6	19	-15	10	1.4	-22	1.4
Cc1cc(N2CCOCC2)nc2ccc(NC(=O)CCC(=O)N3CCCC(C)C3)cc12 (configuration not stated)	8	-6	-5	-12	-3	8	-0.9	-5	-0.4
COC(=O)C1=C(C)N(Cc2ccccc2)C(=NCc2ccccc2)N[C@H]1c1ccccc1	0	-10	-6	22	16	16	18	3	6.8
COc1ccc(C2=NN(C(=O)CSc3ncccn3)C(c3cccc(OC)c3OC)C2)cc1 (configuration not stated)	4	-6	-3	18	-4	7	2.1	-12	2.5
CC1CCCN(C(=O)NC(=O)c2ccc(Cl)cc2)C1 (configuration not stated)	6	-7	-3	-20	-8	16	0.0	0	-0.3
CCCC(=O)Nc1ccc(C(=O)Nc2cccc(OC)c2)cc1	-5	-12	-4	7	1	8	-0.1	0	0.1
COc1ccc(NC(=O)CCN2CCN(S(=O)(=O)c3ccc(C(C)C)cc3)CC2)cc1	5	-9	3	-12	-6	-2	4.0	-37	3.6
Nc1nnnn1CC(=O)N/N=C/c1cccs1	2	-2	-2	-11	-6	7	-0.1	3	0.4
CC(C)(C)c1ccc2c(c1)OCC(C(=O)O)O2 (configuration not stated)	11	-5	-6	-1	-7	17	-0.5	-8	-0.8
Cc1nc(C(=O)NC2CCOCC2)sc1C1(C)CC(c2cccc([N+](=O)[O-])c2)=NO1 (configuration not stated)	1	-14	3	20	2	24	7.7	-15	5.7
Cc1cc(C)c(C#N)c(Sc2ccc(N)cc2)n1	-3	-5	-5	9	7	1	-0.3	-1	1.6
COc1ccc(-c2nc3ccccc3c(=O)o2)cc1OC	1	-8	-1	6	3	1	-2.0	-12	-0.6
Cc1cccc(C(=O)OCC(=O)N2CCC(c3ccccc3)=N2)c1O	5	-3	-3	-20	-1	2	-0.6	-7	-0.4
CCCCn1c(N)c(-c2nc3ccccc3s2)c2c([N+](=O)[O-])nn(C)c(=O)c21	4	-2	-5	31	-1	9	-1.2	-10	-0.2
COc1ccc(C(=O)NC(=S)NCc2cccnc2)cc1Cl	-1	-13	-8	-40	10	2	-0.9	-10	1.1
COC(=O)[C@]1(Cc2ccccc2)N[C@H](CN(C)C(=O)Nc2ccc(OC)cc2)[C@@H]2C(=O)N(Cc3ccccc3)C(=O)[C@@H]21	0	-1	2	10	-5	2	-0.8	-21	0.8
COc1ccccc1Nc1nc(-c2sc(NC(=O)c3ccccc3)nc2C)cs1	3	-6	-4	9	-1	0	-0.3	-15	-0.1
CN(Cc1cnn(C)c1)C(=O)c1cc2ccccc2oc1=O	5	2	-3	1	-2	4	0.7	-14	-0.2
CCO[C@H]1OC(C(=O)N2CCCCCCC2)=C[C@@H](c2ccccc2)[C@@H]1CCCO	6	-6	-5	11	-4	7	-0.9	-17	-0.4
COc1cc(OC)cc(C(=O)Nc2cccc3nc(C)ccc23)c1	5	.	-3	10	-8	2	.	.	.

Ordered by SMILES length (rising): some entries from above.
SMILES	M1 PAM	OXTR potentiate	CHRM1 agonist	TAAR1 antag	CHRM1 antagonist	TAAR1 ag	OXTR agonist	CHO parental Ca	V1aR counter
Cc1cc(C)c(C#N)c(Sc2ccc(N)cc2)n1	-3	-5	-5	9	7	1	-0.3	-1	1.6
COC(=O)c1cc(-c2ccc(Br)cc2)n[nH]1	8	-13	-3	2	-8	31	-1.1	-4	0.4
CCn1c(SC)nnc1-c1sc2cc(Cl)ccc2c1Cl	-5	-23	-5	-14	0	2	-1.9	-33	-1.2
CCOc1ccccc1N1CCN(C(=O)NC2CCCCC2)CC1	6	-7	-1	-2	-2	1	-1.0	-14	-0.3
CCCN(CCC)CCCNc1ccc2nnc(-c3ccc(F)cc3)n2n1	18	-2	-7	1	-7	0	0.0	1	0.9
O=C(CSc1nnc(NC(=O)c2ccccc2F)s1)Nc1ccccc1F	3	-8	-4	16	-2	9	3.9	-13	3.7
COc1ccc(-c2nc(CN3CCN(Cc4cccc(F)c4)CC3)c(C)o2)cc1	2	-9	-7	-13	-11	4	-0.7	-20	-0.1
Cc1ccc(S(=O)(=O)NC2c3cccc4cccc(c34)C2Sc2ncccn2)cc1 (configuration not stated)	1	-4	-7	36	-6	2	0.3	-14	0.9
COc1ccc(C2=NN(C(=O)CSc3ncccn3)C(c3cccc(OC)c3OC)C2)cc1 (configuration not stated)	4	-6	-3	18	-4	7	2.1	-12	2.5
COc1ccc(NC(=O)CCN2CCN(S(=O)(=O)c3ccc(C(C)C)cc3)CC2)cc1	5	-9	3	-12	-6	-2	4.0	-37	3.6
CCO[C@H]1OC(C(=O)N2CCCCCCC2)=C[C@@H](c2ccccc2)[C@@H]1CCCO	6	-6	-5	11	-4	7	-0.9	-17	-0.4
